CAL PDZ FP-1 = blocks peptide binding to human CAL PDZ domain; Q9HD26; purified CAL PDZ, TMR-peptide fluorescence polarization, 1 h; inhibition, % at 20 µM; 330,000 tested, 0.02% active; AID 504414;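 active = highest replicate inhibition of at least 40%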;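 also: plate controls were DMSO neutral control wells for no effect and unlabeled competitor peptide control wells for full effect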
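Read-out basis: mP drop reported as inhibition | Assay system: Tagged CAL PDZ protein CerCALP, purified | Benchmarks: Unlabelled peptide for full inhibition, DMSO wells as neutral | Schedule: 1 h incubation at room temperature before polarization reading | Buffer or medium: Sodium phosphate/NaCl buffer pH 7.4 with TCEP, IgG, Thesit | Doses: Single point, 20 µM | Measured by: Fluorescence polarization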
NSD2 inh = inhibitors of human histone methyltransferase NSD2 | inhibition, % at 12.5 µM | 310,000 tested, 0.54% active | NSD2 peptide methylation, AlphaScreen, 120 min; in the data active = inhibition above about 50%
Rtt109 HAT inh = C. albicans Rtt109 histone acetyltransferase inhibition | Q5AAJ8 | purified Rtt109/Vps75, ThioGlo CoA-SH fluorescence, 4 h | inhibition, % at 34.9 µM | 330,000 tested, 0.16% active;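 active = inhibition of at least 50% in every replicate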
Target sequence (Q5AAJ8 whole entry, looked up): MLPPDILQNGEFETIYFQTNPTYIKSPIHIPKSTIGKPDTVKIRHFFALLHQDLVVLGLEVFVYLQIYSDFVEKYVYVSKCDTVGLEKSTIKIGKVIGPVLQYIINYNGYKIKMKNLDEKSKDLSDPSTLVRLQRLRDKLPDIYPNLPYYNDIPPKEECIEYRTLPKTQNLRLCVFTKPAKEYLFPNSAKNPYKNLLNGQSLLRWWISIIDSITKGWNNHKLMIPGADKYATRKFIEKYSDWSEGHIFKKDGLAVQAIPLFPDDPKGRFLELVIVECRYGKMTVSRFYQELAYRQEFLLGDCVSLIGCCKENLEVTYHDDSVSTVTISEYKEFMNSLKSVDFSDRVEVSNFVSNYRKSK
MITF TRPM1 HTS = MITF TRPM1 promoter activation in melanoma cells. SK-MEL-5 TRPM1-promoter luciferase, 24 h; % of positive control, neutral wells = 0. activation, % at 12.5 µM. 300,000 tested, 0.75% active;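 active = mean activation of at least 80% with every replicate also reaching 80%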;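 also: 0% = neutral control wells and 100% = parthenolide positive control wells; values of inactives mirror those of a sister screen read the other way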
PfHsp90 yeast 2 = inhibits growth of yeast expressing Plasmodium falciparum Hsp90 | S. cerevisiae expressing PfHsp90, BacTiter-Glo ATP, 48 h; yeast lacking PDR1 and PDR3 efflux regulators | inhibition, % at 9.4 µM | 310,000 tested, 0.32% active;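 active = every replicate shows inhibition above about 80%, whatever the replicate mean, limit read from the data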;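 also: 0% = DMSO neutral controls and 100% = 20 µM radicicol positive controls; yeast relying on Plasmodium falciparum Hsp90 in place of its own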
SR-BI HDL uptake = inhibitors of mouse SR-BI mediated HDL lipid uptake; 320,000 tested, 0.96% active; ldlA[mSR-BI] CHO cells, DiI-HDL uptake fluorescence, 3 h; AID 488896; Q61009; inhibition, % at 12.5 µM;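 active = mean replicate inhibition of at least 70% and a set share of replicates each scoring 70 or more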;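 also: 0% = median of neutral control wells and 100% = median of positive control wells; values of inactives mirror those of a sister screen read the other way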
Target sequence (Q61009 whole entry, looked up): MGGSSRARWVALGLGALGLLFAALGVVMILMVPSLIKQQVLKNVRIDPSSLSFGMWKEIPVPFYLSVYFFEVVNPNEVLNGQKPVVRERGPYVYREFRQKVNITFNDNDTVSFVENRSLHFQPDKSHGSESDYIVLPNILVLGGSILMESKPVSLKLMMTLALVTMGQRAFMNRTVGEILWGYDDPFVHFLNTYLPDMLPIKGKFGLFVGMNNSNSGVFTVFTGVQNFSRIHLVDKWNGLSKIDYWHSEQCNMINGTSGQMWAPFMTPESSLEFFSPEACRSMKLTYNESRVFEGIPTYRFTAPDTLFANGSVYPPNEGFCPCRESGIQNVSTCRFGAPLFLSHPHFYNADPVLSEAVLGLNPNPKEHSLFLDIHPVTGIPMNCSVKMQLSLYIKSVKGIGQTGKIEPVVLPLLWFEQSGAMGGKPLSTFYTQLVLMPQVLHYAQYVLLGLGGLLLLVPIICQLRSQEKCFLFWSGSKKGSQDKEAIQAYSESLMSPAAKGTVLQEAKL
PvdQ inh = blocks Pseudomonas aeruginosa PvdQ acylase activity; purified PvdQ acylase, fluorescence plate reader; inhibition, % at 10 µM; 340,000 tested, 0.063% active; in the data active = inhibition above about 30%, passing the limit was not always enough;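 also: 0% = vehicle neutral wells and 100% = reference inhibitor wells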
SR-BI DiI-HDL act = enhances SR-BI lipid uptake from DiI-HDL | CHO ldlA[mSR-BI] cells, DiI-HDL uptake fluorescence, 3 h; 100 = double the neutral-control signal | activation, % at 12.5 µM | 320,000 tested, 0.096% active | AID 504775;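 active = mean replicate activation of at least 60% and every replicate at or above 60%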;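 also: 0% = median plate neutral-control signal and 100% = twice that signal; values of inactives mirror those of a sister screen read the other way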
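Test system: SR-BI-overexpressing, LDLR-lacking CHO cells; Also added: labelled HDL, 10 µg/mL; Measured by: bottom-read cell fluorescence after medium removal, ex 550/em 595 nm; Timing: 3 h uptake period with compound, 37 °C; Buffer or medium: F12, 0.5% BSA, 25 mM HEPES; Doses: single compound concentration, delivered by pin transfer.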
CAL PDZ FP-2 = inhibitors of human CAL PDZ peptide binding | Q9HD26 | purified CAL PDZ, TMR-peptide fluorescence polarization, 1 h | inhibition, % at 24.9 µM | 300,000 tested, 0.92% active | AID 602252;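 active = mean inhibition of at least 30% with at least half of replicates also reaching 30%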;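 also: 0% = DMSO neutral control and 100% = excess unlabeled competitor peptide PRC23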
dFosB activator = activators of mouse delta FosB homodimer. P13346. purified delta FosB, TAMRA-CDK5 oligo fluorescence polarization; percent of positive-control signal above neutral wells. activation, % at 25 µM. 340,000 tested, 0.99% active;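 active = mean activation above about 17%, with every replicate also reaching it, limit read from the data, passing the limit was not always enough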;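 also: fluorescence polarization rise as delta FosB binds a TAMRA Cdk5 AP-1 oligo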
Starred values were filed as active, the others as inactive; . = not tested or not shown.

SMILES,CAL PDZ FP-1,NSD2 inh,Rtt109 HAT inh,MITF TRPM1 HTS,PfHsp90 yeast 2,SR-BI HDL uptake,PvdQ inh,SR-BI DiI-HDL act,CAL PDZ FP-2,dFosB activator
COc1ccc(CNC(=S)Nc2ccc(-c3ccccc3)cc2)cc1,-2.0,-6,17,-11,.,-17,8,17,1,-4
Cc1ccc(CNc2ccccc2C(=O)O)s1,0.0,7,1,-1,-2,0,-1,0,-2,-6
CC(=O)C(C)Oc1ncn(-c2ccccc2)n1 (configuration not stated),-0.8,1,-1,7,2,1,-1,-1,-2,8
CC(=O)Cc1nsc(NC(=O)c2ccc(-c3ccc(Cl)cc3Cl)o2)n1,-0.8,11,-7,14,-44,-13,-10,13,6,-19
Cc1cc(NC(=O)c2ccc(C)c([N+](=O)[O-])c2)no1,-2.4,0,1,7,-10,20,-8,-20,-16,-3
CCc1ccc(C(=O)C[n+]2cccc3cc(OC)ccc32)cc1,-0.3,0,15,.,-19,3,-13,-3,-1,2
Cn1c(=NC(=O)c2ccco2)sc2cccc(F)c21,-0.1,.,-7,2,-9,-4,-2,4,0,-5
O=[N+]([O-])c1ccc(COc2cccc(CN3CCCC3)c2)cc1,-0.1,.,-5,13,19,17,-29,-17,-5,3

Next entries:
SMILES,CAL PDZ FP-1,NSD2 inh,Rtt109 HAT inh,MITF TRPM1 HTS,PfHsp90 yeast 2,SR-BI HDL uptake,PvdQ inh,SR-BI DiI-HDL act,CAL PDZ FP-2,dFosB activator
COc1ccc(-c2nnc(SCC(=O)O)n2C)cc1OC,-0.5,-4,4,-3,10,-25,-6,25,-4,1
O=C(NCCCn1ccnc1)C(Cc1ccc([N+](=O)[O-])cc1)N1C(=O)c2ccccc2C1=O (configuration not stated),-0.8,0,0,-5,11,-9,1,9,-1,3
COc1ccc2[nH]c(=O)c(CN(Cc3ccccc3)Cc3nnnn3CC3CCCO3)cc2c1 (configuration not stated),-4.0,-2,.,3,-6,-14,8,14,-1,-8
CN1CCCN(S(=O)(=O)c2cccc(C#N)c2)CC1,-0.6,-1,.,-13,-2,-19,-9,19,5,9
C[C@H]1CN([C@@H](C)CO)C(=O)Cc2cc(NC(=O)CCN3CCOCC3)ccc2O[C@@H]1CN(C)Cc1ccc(Oc2ccccc2)cc1,0.4,.,0,0,18,2,9,-2,-3,3
Cc1ccc(-n2ncc3c2CCCC3NC(=O)CCn2ccnc2C)cc1C (configuration not stated),-1.0,0,-2,-14,-8,24,-15,-24,.,-5
COc1ccccc1-n1c(C)nc2cc(C(=O)NCC3CCCO3)ccc21 (configuration not stated),-0.8,9,28,0,-1,-3,6,3,2,3
COCCNC(=O)/C(C#N)=C/c1nc(N(C)C)n(-c2ccc(F)cc2)c1Cl,-6.5,0,-3,-9,-6,6,5,-6,-3,-5

Later entries:
SMILES,CAL PDZ FP-1,NSD2 inh,Rtt109 HAT inh,MITF TRPM1 HTS,PfHsp90 yeast 2,SR-BI HDL uptake,PvdQ inh,SR-BI DiI-HDL act,CAL PDZ FP-2,dFosB activator
CC(NC(=O)CSC(=S)N1CCCC1)c1ccc(S(N)(=O)=O)cc1 (configuration not stated),0.2,0,6,4,7,6,-3,-6,-3,-1
O=C(Nc1ccc2c(c1)OCO2)OCc1ccccc1,-0.9,4,-7,32,-28,13,-12,-13,.,-2
C=CCSc1nnc(NC(=O)CSc2nc3ccccc3[nH]2)s1,.,3,0,-3,.,1,-8,-1,-1,-11
CC(C)[C@H](NC(=O)c1ccco1)C(=O)OCC(=O)Nc1ccccc1OC(F)F,0.1,-2,5,-13,5,2,-19,-2,-4,-2
COc1ccccc1/C=C1\NC(=S)N(CC2CCCO2)C1=O (configuration not stated),-1.2,5,.,48,-19,0,6,0,-4,1
Cc1ccc(N(CC(=O)NCC2CCCO2)C(=O)CCC(=O)Nc2ccccn2)cc1 (configuration not stated),-0.8,-6,-7,-1,-30,-9,-14,9,-3,0
O=C(NC1CCCC1)c1cc(-c2cccs2)on1,-1.5,-1,-3,16,4,13,-8,-13,0,5
O=C(Nc1ccc(Cl)cc1)C1CC=CCC1C(=O)OCC(F)(F)C(F)F (configuration not stated),-0.3,3,-4,.,15,22,-13,-22,0,0

(cont.)
SMILES,CAL PDZ FP-1,NSD2 inh,Rtt109 HAT inh,MITF TRPM1 HTS,PfHsp90 yeast 2,SR-BI HDL uptake,PvdQ inh,SR-BI DiI-HDL act,CAL PDZ FP-2,dFosB activator
COc1cc(O)sc1C=Nc1ccc(Cl)cc1Cl,-1.1,-3,-8,-29,4,26,-8,-26,3,0
OCCCNc1nc(-c2ccc(Cl)cc2)nnc1-c1ccccc1,-3.3,3,-3,10,-3,24,-22,-24,-3,-24
COc1ccc(N2C(=O)/C(=C3/C=CC=CN3C)SC2=S)cc1,0.2,4,-1,25,3,-16,16,16,-3,8
COc1ccc(-c2noc(CCCOc3ccc(Cl)cc3Cl)n2)cc1,-2.2,11,5,1,-14,2,2,-2,0,-12
CC1CCCN(C(=O)CCCn2c(=S)[nH]c3ccccc3c2=O)C1 (configuration not stated),-1.3,-1,-7,.,-2,11,-4,-11,-1,-5
C=CCC[C@@H](Cc1ccc(F)cc1)C(=O)OC[C@H](Cc1c[nH]c2ccccc12)NC(=O)[C@@H](CC=C)CC(=O)N[C@H](CO)Cc1ccccc1,-0.9,.,-6,-16,36,-6,0,6,-2,1
CCCCC1=CC2=C(c3ccco3)C(=O)C(C)(OC(=O)c3ccc(OC)cc3)C(=O)C2=CN1C1CCCCC1 (configuration not stated),0.2,.,1,0,-8,-14,8,14,-1,2
CCN(C(=O)COC(=O)c1ccc(S(=O)(=O)N2CCCc3ccccc32)cc1)C1CCS(=O)(=O)C1 (configuration not stated),-2.5,0,6,0,2,22,-10,-22,-4,-7

Next entries:
SMILES,CAL PDZ FP-1,NSD2 inh,Rtt109 HAT inh,MITF TRPM1 HTS,PfHsp90 yeast 2,SR-BI HDL uptake,PvdQ inh,SR-BI DiI-HDL act,CAL PDZ FP-2,dFosB activator
CC(=O)Nc1ccc(S(=O)(=O)NC(C)C(=O)OCC(=O)NC2CCCC2)cc1 (configuration not stated),0.0,.,8,-5,1,-43,4,43,-1,1
Cc1occc1-c1nnc(SCC(N)=O)o1,0.6,-3,-8,0,-46,-13,-5,13,9,5
O=C(CCC(=O)Nc1cc(C(F)(F)F)ccc1Cl)N/N=C\c1cc([N+](=O)[O-])ccc1O,1.1,33,-12,-23,-22,32,-1,-32,-9,4
CCOc1ccc(N2CC(C(=O)Nc3cccc(C(=O)NC4CC4)c3)CC2=O)cc1 (configuration not stated),-4.8,2,-9,-3,-2,12,-12,-12,-3,1
CCN(CCCCCN(C)C)Cc1cc2ccccc2o1,0.3,6,-4,-2,-5,13,-6,15,.,-2
C=C(C)c1cccc(C(C)(C)NC(=O)Nc2ccccc2OCC)c1,-0.7,-3,-1,7,23,28,-4,-28,-2,-5
c1ccn(-c2ccc(-c3ccn[nH]3)cc2)c1,-4.5,3,11,93*,15,4,-7,-4,3,-1
CCCn1nnc(NC(=O)c2ccc([N+](=O)[O-])cc2Cl)n1,-2.1,-1,4,18,-12,-8,-5,8,-1,-1

Later entries:
SMILES,CAL PDZ FP-1,NSD2 inh,Rtt109 HAT inh,MITF TRPM1 HTS,PfHsp90 yeast 2,SR-BI HDL uptake,PvdQ inh,SR-BI DiI-HDL act,CAL PDZ FP-2,dFosB activator
C=CCNc1nnc(C)c2ccccc12,-1.9,-2,-7,1,-10,-13,0,13,1,2
CCOC(=O)CSc1nnc(CNC(=O)c2ccc(OC)cc2)n1C1CCCCC1,-1.2,-2,-6,.,.,0,-3,0,-3,-8
COc1ccccc1Nc1nc2ccc(C)cc2cc1C#N,1.9,-3,-1,.,-13,-15,6,15,1,-4
CN(C)c1ccc(C=Nc2cnn(C)c2C(N)=O)cc1,.,4,6,15,-3,-11,-15,11,-4,-3
CCc1ccc(OCC(=O)Oc2ccc([N+](=O)[O-])cc2)cc1,1.4,-3,.,.,4,-7,2,7,-1,3
COc1ccc(NC(=S)N2CCN(S(=O)(=O)c3ccccc3)CC2)cc1,-2.1,0,12,-10,-6,-11,-12,11,-3,-5
COc1ccc(S(=O)(=O)N2CCN(CC(O)COc3ccc(CC#N)cc3)CC2)cc1OC (configuration not stated),-0.5,-9,-7,.,11,.,-3,.,-2,-11
COc1ccc2c(c1)c(=O)cc(C)n2CC(=O)NCc1ccco1,.,-1,3,-7,-11,-13,-13,13,0,-6

Later entries
SMILES,CAL PDZ FP-1,NSD2 inh,Rtt109 HAT inh,MITF TRPM1 HTS,PfHsp90 yeast 2,SR-BI HDL uptake,PvdQ inh,SR-BI DiI-HDL act,CAL PDZ FP-2,dFosB activator
Nc1cc(N)nc(SCC(=O)N2CCc3ccccc32)n1,.,3,4,30,7,9,-4,-9,-2,3
CCn1c(=S)[nH]c2sc3c(c2c1=O)CCCCC3,0.0,0,.,9,-32,-17,-3,17,-3,-11
COc1cccc(/C(C#N)=C/c2c(-c3ccc(Cl)cc3)nc3c(C)cccn23)c1,.,0,-4,11,-13,66,2,-66,-2,-10
Cc1ccc(C(=O)N/C(=C\c2ccco2)C(=O)NCCN2CCOCC2)cc1,-1.9,-3,-3,1,17,.,-3,.,-3,-7
NS(=O)(=O)c1ccc(-c2ccc(/C=C3\C(=O)Nc4cc(Cl)ccc43)o2)cc1,0.1,1,3,-22,-13,.,-7,.,-2,-6
O=C(NN1C(=O)c2ccccc2C1=O)C1CCCCC1,-6.8,-5,9,-10,-3,-2,-28,2,-1,-5
Cc1[nH]n(-c2ccccc2)c(=O)c1-c1cccc(Cl)c1,-3.3,4,-3,-9,3,-11,-8,11,4,-2

Full records as entered above.
CCn1c(=S)[nH]c2sc3c(c2c1=O)CCCCC3 is listed as CAL PDZ FP-1 = 0.0; NSD2 inh = 0; Rtt109 HAT inh = .; MITF TRPM1 HTS = 9; PfHsp90 yeast 2 = -32; SR-BI HDL uptake = -17; PvdQ inh = -3; SR-BI DiI-HDL act = 17; CAL PDZ FP-2 = -3; dFosB activator = -11
Cc1[nH]n(-c2ccccc2)c(=O)c1-c1cccc(Cl)c1 is listed as CAL PDZ FP-1 = -3.3; NSD2 inh = 4; Rtt109 HAT inh = -3; MITF TRPM1 HTS = -9; PfHsp90 yeast 2 = 3; SR-BI HDL uptake = -11; PvdQ inh = -8; SR-BI DiI-HDL act = 11; CAL PDZ FP-2 = 4; dFosB activator = -2

Screens: PubChem BioAssay, Broad Institute
